# CHRM5 antagonist: CHRM5 antagonism in calcium assay; P08912; CHO-hM5 cells, Fluo-8 calcium fluorescence, ACh EC80; inhibition, % at 3 µM; hit rate 0.59% among 360,000;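 active = inhibition above a per-plate cutoff, the mean of that plate's test compounds plus 3 SD, cut at about 27% in these data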;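 also: 0% = acetylcholine EC80 with DMSO and 100% = DMSO without agonist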
# Target sequence (P08912 whole entry, looked up): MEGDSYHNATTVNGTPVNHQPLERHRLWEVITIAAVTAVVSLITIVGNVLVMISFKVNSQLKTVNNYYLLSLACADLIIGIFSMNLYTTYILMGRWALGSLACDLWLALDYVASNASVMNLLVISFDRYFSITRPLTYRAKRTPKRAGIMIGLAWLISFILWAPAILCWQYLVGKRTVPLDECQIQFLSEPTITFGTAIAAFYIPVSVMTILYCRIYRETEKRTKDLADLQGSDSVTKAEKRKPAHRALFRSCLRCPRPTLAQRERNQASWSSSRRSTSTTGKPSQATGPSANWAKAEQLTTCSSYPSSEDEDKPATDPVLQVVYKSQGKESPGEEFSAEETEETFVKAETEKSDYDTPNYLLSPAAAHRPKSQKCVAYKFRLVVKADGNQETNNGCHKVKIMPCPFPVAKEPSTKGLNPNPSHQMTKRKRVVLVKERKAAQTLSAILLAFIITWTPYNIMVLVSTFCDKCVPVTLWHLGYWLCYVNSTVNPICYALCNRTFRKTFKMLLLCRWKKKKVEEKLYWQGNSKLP
# CHRM1 antagonist: antagonists of human M1 muscarinic receptor. P11229. CHO-K1 hM1, Fluo-8 calcium fluorescence, ACh EC80 antagonist. inhibition, % at 3 µM. hit rate 1.3% among 360,000. AID 588852;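 active = percent inhibition above its own plate's cutoff, namely the mean of that plate's compound wells plus 3 SD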;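 also: peak over basal fluorescence ratio during 140 s after agonist addition; 0% = ACh EC80 plus DMSO and 100% = DMSO alone without agonist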
# Target sequence (P11229 whole entry, looked up): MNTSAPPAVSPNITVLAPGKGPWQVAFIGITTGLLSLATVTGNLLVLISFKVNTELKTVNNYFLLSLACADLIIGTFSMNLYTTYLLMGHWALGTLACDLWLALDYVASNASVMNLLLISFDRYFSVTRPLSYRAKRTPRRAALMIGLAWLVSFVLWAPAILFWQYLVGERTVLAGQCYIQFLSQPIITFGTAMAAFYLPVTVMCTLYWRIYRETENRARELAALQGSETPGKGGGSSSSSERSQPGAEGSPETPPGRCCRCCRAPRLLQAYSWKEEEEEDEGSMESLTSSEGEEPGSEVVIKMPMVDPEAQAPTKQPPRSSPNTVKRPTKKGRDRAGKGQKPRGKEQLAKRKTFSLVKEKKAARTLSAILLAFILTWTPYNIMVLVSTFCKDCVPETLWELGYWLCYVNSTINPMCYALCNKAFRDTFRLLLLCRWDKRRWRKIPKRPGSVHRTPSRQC
# CHRM4 antagonist: blocks acetylcholine activation of human M4 receptor | CHO-hM4 cells, ACh EC80, Fluo-8 calcium fluorescence | P08173 | hit rate 0.73% among 360,000 | inhibition, % at 3 µM;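 active = inhibition above its plate's cutoff, the mean inhibition of sample wells plus 3 SD, cut at about 27% in these data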;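 also: 0% = acetylcholine EC80 with DMSO and 100% = DMSO without agonist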
# CHRM5 PAM: CHRM5 positive allosteric modulation; CHO-K1 hM5, Fluo-8 calcium, ACh EC20 PAM; 0% = ACh EC20, 100% = ACh EC100; activation, % at 3 µM; hit rate 0.3% among 360,000; AID 624038;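 active = activation above the run cutoff, the mean activation of all test compounds plus 3 SD, cut at about 18% in these data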
#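 Measured by: Fluo-8 calcium fluorescence; material: human M5 receptor in CHO-K1 cells; schedule: Post-acetylcholine fluorescence recording 140 s; benchmarks: low control EC20 acetylcholine (0%), high control EC100 acetylcholine (100%); read-out: Max/basal fluorescence ratio as % of EC20–EC100 ACh window; compound: single dose, 3 µM nominal final test concentration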
# M5 ag: agonists of human muscarinic M5 receptor (CHRM5); activation, % at 3 µM; hit rate 0.19% among 360,000; AID 624037; CHO-K1 hM5 cells, Fluo-8 calcium fluorescence; 0% DMSO wells, 100% maximal acetylcholine response;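 active = activation above the run's mean over test compounds plus 3 SD, cut at about 23% in these data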;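 also: signal is peak over basal fluorescence ratio across the kinetic read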
# CHRM4 PAM: CHRM4 positive allosteric modulation; P08173; CHO-K1 hM4/Gqi5, Fluo-8 calcium fluorescence, ACh EC20; 0% = ACh EC20, 100% = maximal ACh; activation, % at 3 µM; hit rate 0.4% among 360,000;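 active = activation above its plate's cutoff, the mean activation of sample wells plus 3 SD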; also: some results filed as inactive read as strong as hits
# M4 ag: agonists of human muscarinic M4 receptor (CHRM4). P08173. CHO-K1 hM4/Gqi5, Fluo-8 calcium fluorescence; vehicle 0%, full acetylcholine response 100%. activation, % at 3 µM. hit rate 0.14% among 360,000. AID 624127;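 active = activation above the run mean over all test wells plus 3 SD, cut at about 32% in these data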;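 also: peak over basal fluorescence ratio per well then scaled between controls; 0% = DMSO wells and 100% = acetylcholine at EC100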
# CHRM1 PAM: potentiates human M1 receptor response to acetylcholine; CHO-K1 hM1, Fluo-8 calcium fluorescence, ACh EC20; 0% = ACh EC20, 100% = maximal ACh; P11229; AID 588819; hit rate 0.088% among 360,000; activation, % at 3 µM; in the data active = activation above about 19%, passing the limit was not always enough
# CRFBP-R2 agonist: CRF-BP/CRF-R2 complex agonism; HEK293 CRF-R2/CRF-BP, calcium dye fluorescence (FLIPR); percent of saturating CRF peptide response; activation, % at 13.2 µM; hit rate 0.46% among 350,000; AID 588473;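 active = activation of at least 50%, plus an integration ratio under a set limit after plate pattern correction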;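 also: plate controls were neutral control wells without compound for no effect and CRF at EC100 for full effect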
# Starred values were filed as active, the others as inactive; nt = not tested or not shown.
# The first two compounds, to show the layout:
1. COCCCNC(=O)CC1C[C@H](C(=O)N(C(C)C)C(C)C)[C@@]2(C)c3[nH]c4ccc(OC)cc4c3CCN2C1=O (some centres undefined)
2. CCc1cccc2c1NC(=O)C21OCCO1
assay / compound	1	2
CHRM5 antagonist	-10	11
CHRM1 antagonist	-6	-6
CHRM4 antagonist	5	-4
CHRM5 PAM	8	-4
M5 ag	-1	-2
CHRM4 PAM	-1	9
M4 ag	0	0
CHRM1 PAM	-4	11
CRFBP-R2 agonist	-0.7	-0.1

# The list itself, from the start:
1. COCCCNC(=O)CC1C[C@H](C(=O)N(C(C)C)C(C)C)[C@@]2(C)c3[nH]c4ccc(OC)cc4c3CCN2C1=O (some centres undefined)
2. CCc1cccc2c1NC(=O)C21OCCO1
3. CCOc1ccc(Br)cc1S(=O)(=O)Nc1ccc(N2CCOCC2)cc1
4. O=C(COC(=O)/C=C/c1cccc([N+](=O)[O-])c1)Nc1cccnc1Cl
5. Cc1ccc(N2C(N)=C(C#N)C(c3cccnc3)C3=C2CC(C)(C)CC3=O)cc1 (centres undefined)
6. COc1ccc(CN2c3cc(S(=O)(=O)N4CCOCC4)ccc3N3CCCC32)cc1 (centres undefined)
7. Cc1cccc(C(=O)N[C@@H](C)C(=O)N2CCN(c3ncccn3)CC2)c1
8. CCC(=O)N(Cc1cc(=O)[nH]c2ccccc12)c1ccc(C)cc1
assay / compound	1	2	3	4	5	6	7	8
CHRM5 antagonist	-10	11	9	12	-2	0	3	2
CHRM1 antagonist	-6	-6	5	1	-16	-11	-3	6
CHRM4 antagonist	5	-4	5	-4	7	1	-3	11
CHRM5 PAM	8	-4	6	-1	2	0	4	-5
M5 ag	-1	-2	0	6	-3	-4	3	-2
CHRM4 PAM	-1	9	0	2	0	-6	3	-18
M4 ag	0	0	5	1	-1	0	2	0
CHRM1 PAM	-4	11	4	3	-8	-9	10	-18
CRFBP-R2 agonist	-0.7	-0.1	-0.4	-3.2	0.1	3.4	-0.3	-3.5

9. CC(=O)Nc1ccc(NC(=O)C(C)OC(=O)C2CCN(S(=O)(=O)c3cccs3)CC2)cc1 (centres undefined)
10. CC1=C(C(=O)OCC2CCCO2)C(c2ccncc2)C2=C(CC(C)(C)CC2=O)N1 (centres undefined)
11. Cc1nc(CC(=O)NNS(=O)(=O)c2cccc(Cl)c2Cl)cs1
12. N#Cc1c(C#N)c(-c2ccccc2)n(-c2ccccc2)c1N
13. CS(=O)(=O)N1CCCC(C(=O)NCCCN2CCC(Cc3ccccc3)CC2)C1 (centres undefined)
14. O=C(c1ccc(Cn2c(=S)[nH]c3cc4c(cc3c2=O)OCO4)cc1)N1CCN(c2ccccc2)CC1
15. CN(C)CC1CCCCC1OC(=O)/C=C/c1ccc(Cl)cc1Cl (centres undefined)
16. CC(C)Sc1cc(N2CCCC2)nc(-c2ccccc2)n1
assay / compound	9	10	11	12	13	14	15	16
CHRM5 antagonist	7	13	10	5	4	6	12	0
CHRM1 antagonist	-4	-3	-8	-5	-1	-4	12	-12
CHRM4 antagonist	-9	-1	-4	0	0	-6	2	2
CHRM5 PAM	4	-6	3	-1	-2	2	-2	5
M5 ag	-3	-7	2	-4	-6	3	-3	1
CHRM4 PAM	8	-2	8	6	-8	0	-3	6
M4 ag	1	0	1	1	0	1	6	0
CHRM1 PAM	4	5	12	3	-2	7	-4	9
CRFBP-R2 agonist	0.6	-0.4	5.0	0.5	-0.6	1.1	1.3	0.1

17. Cc1ccc(C)c(OCCC(=O)OCC(=O)NNC(=O)c2ccccc2)c1
18. Cc1ccc(-n2c(=O)c3sccc3n(Cc3cc(=O)n4ccccc4n3)c2=O)cc1
19. CCN(C(=S)Nc1ccc(C(C)=O)cc1)C1CCCCC1
20. CCOC(=O)C1CCCN(CC(O)COc2ccccc2C(C)=O)C1 (centres undefined)
21. COc1ccc(S(=O)(=O)N2CCCCC2)cc1NC(=O)c1ccc([N+](=O)[O-])o1
22. Cc1cccc(C(=O)Nc2sc3c(c2C#N)CCCCC3)c1
23. COc1ccc(C(=O)NC(Cc2c[nH]c3ccccc23)C(=O)O)cc1 (centres undefined)
24. COc1ccc(C(=O)NCC2CCCN2S(=O)(=O)c2cccs2)cc1OC (centres undefined)
assay / compound	17	18	19	20	21	22	23	24
CHRM5 antagonist	13	3	15	1	7	5	4	-7
CHRM1 antagonist	30	-4	12	8	-7	-12	-6	0
CHRM4 antagonist	11	-4	14	6	-2	14	-8	-6
CHRM5 PAM	-8	-2	-5	-3	-1	-2	4	10
M5 ag	-1	0	-1	-7	2	3	-1	3
CHRM4 PAM	0	12	-5	-11	3	6	3	16
M4 ag	2	1	0	0	1	0	1	1
CHRM1 PAM	-15	3	-5	-9	9	10	3	7
CRFBP-R2 agonist	-1.7	2.1	0.2	-0.8	-1.4	-0.9	-0.4	-0.5

25. Fc1ccccc1NC(=S)N1CCN(Cc2ccccc2)CC1
26. COc1cc2c(cc1OC)-c1cc(Nc3ccccc3Br)nc(=O)n1CC2
27. CSCCC(NC(=O)c1ccccc1Cl)C(=O)N1CCCCC1 (centres undefined)
28. CN1C(=O)/C(=C/c2ccccc2OCc2cccc(F)c2)NC1=S
29. Cc1c(Cl)cccc1NC(=S)NCCC(C)C
30. COc1cccc(NC(=O)CSc2nc3c(c(=O)n2C)SC(C)C3)c1 (centres undefined)
31. CCc1ccc(NC(=O)c2noc(C(C)C)c2[N+](=O)[O-])cc1
32. Cc1cccc(C)c1NC(=O)C/C(N)=N/O
assay / compound	25	26	27	28	29	30	31	32
CHRM5 antagonist	9	-4	-1	5	-3	1	3	0
CHRM1 antagonist	-4	-4	-15	30	-16	-7	-1	-6
CHRM4 antagonist	4	-3	-17	4	-10	-1	-19	1
CHRM5 PAM	2	-2	6	-14	1	-5	-3	-3
M5 ag	0	-3	0	-11	-4	6	-8	5
CHRM4 PAM	9	-1	10	-13	2	0	-2	13
M4 ag	1	0	1	-2	4	1	3	0
CHRM1 PAM	15	7	15	-21	-2	-33	-5	5
CRFBP-R2 agonist	1.1	-3.5	-0.6	2.6	1.1	-3.0	-0.8	-1.4

33. C=CCNC(=S)N1CC2(C)CN(C(=S)NCC=C)CC(C)(C1)C2=O
34. CN(Cc1cccs1)C(=O)CSc1nc(N)cc(N)n1
35. CC(=O)Nc1ccc(NC(=O)C(C)OC(=O)CCC2CCCCC2)cc1 (centres undefined)
36. CN(C)c1ccc(C(=S)N2CCN(C(=S)Nc3ccc(Cl)cc3)CC2)cc1
37. COC(=O)c1ccc(N2CCN(CC(=O)c3ccc(C)cc3)CC2)c([N+](=O)[O-])c1
38. COc1ccc(Cl)cc1S(=O)(=O)N(C)CC(=O)NCCCn1ccnc1
39. COC(=O)CNC(=O)C1CCN(S(=O)(=O)c2cnc[nH]2)CC1
40. Cn1c(SCC(=O)NC2CC2)nnc1-c1ccccc1
assay / compound	33	34	35	36	37	38	39	40
CHRM5 antagonist	0	5	17	-13	10	4	6	-8
CHRM1 antagonist	-12	7	6	9	-6	7	-13	-8
CHRM4 antagonist	-1	5	12	-1	-6	-4	-1	-6
CHRM5 PAM	5	-2	-10	7	13	0	5	-2
M5 ag	3	0	7	1	0	-5	-3	-2
CHRM4 PAM	-8	2	-9	-3	5	2	7	4
M4 ag	1	2	6	0	1	1	0	0
CHRM1 PAM	15	-2	-5	-1	5	1	11	9
CRFBP-R2 agonist	1.8	1.3	-0.9	1.5	-0.7	-1.4	1.5	0.4

# 6 compounds from above, limited to CHRM4 PAM and CHRM5 PAM.
nr	mol	CHRM4 PAM	CHRM5 PAM
37	COC(=O)c1ccc(N2CCN(CC(=O)c3ccc(C)cc3)CC2)c([N+](=O)[O-])c1	5	13
36	CN(C)c1ccc(C(=S)N2CCN(C(=S)Nc3ccc(Cl)cc3)CC2)cc1	-3	7
33	C=CCNC(=S)N1CC2(C)CN(C(=S)NCC=C)CC(C)(C1)C2=O	-8	5
40	Cn1c(SCC(=O)NC2CC2)nnc1-c1ccccc1	4	-2
35	CC(=O)Nc1ccc(NC(=O)C(C)OC(=O)CCC2CCCCC2)cc1 (centres undefined)	-9	-10
34	CN(Cc1cccs1)C(=O)CSc1nc(N)cc(N)n1	2	-2

# Later entries:
41. Cc1nn(C)cc1S(=O)(=O)Nc1ccc(C(F)(F)F)cc1
42. CC1(C(=O)Nc2cccc3cccnc23)CCN1Cc1ccc(-c2ccccc2)o1 (centres undefined)
43. COc1ccc(CNc2ccc3cn[nH]c3c2)c(OC)c1OC
44. C#CCN(C[C@H]1[C@H](OC(=O)NCc2ccccc2F)[C@H](OC(=O)NCc2ccccc2F)C[C@@H](C(=O)OC)[C@H]1C(=O)OC)S(=O)(=O)c1ccc(C)cc1
45. NC(=O)NCc1cccc(Cl)c1
46. O=C(Oc1ccc(OC(=O)c2ccco2)c(S(=O)(=O)c2ccc(Br)cc2)c1)c1ccco1
47. COc1ccccc1C1CCN(C(=O)c2cccs2)CC1
48. CN(C)C(=O)c1cc2c(c(-c3cccc(C4=CCCCC4)c3)n1)[C@@H](CCO)N(S(=O)C(C)(C)C)C2 (some centres undefined)
assay / compound	41	42	43	44	45	46	47	48
CHRM5 antagonist	-3	2	3	1	5	1	9	13
CHRM1 antagonist	10	-2	-11	4	-17	0	-24	-9
CHRM4 antagonist	-2	-2	-6	-6	-3	1	-11	-6
CHRM5 PAM	0	-3	-2	-3	-5	1	-2	-9
M5 ag	-7	-1	-1	0	0	-2	-1	4
CHRM4 PAM	-3	-7	6	3	6	12	0	-6
M4 ag	1	2	0	1	1	0	1	5
CHRM1 PAM	0	-1	6	1	2	2	21	6
CRFBP-R2 agonist	-1.4	nt	-1.1	4.0	8.1	2.1	-1.8	nt

49. CNC(=S)N1CCC(Cc2ccccc2)CC1
50. CC(C)CC(c1nnnn1Cc1ccccc1)N1CCN(C(=O)c2ccco2)CC1 (centres undefined)
51. CCCCN(Cc1nc2ccccc2c(=O)[nH]1)C(=O)COc1ccc(F)cc1Cl
52. C=C(C)CNC(=O)C1CCC(=O)N(CCCc2ccccc2)C1 (centres undefined)
53. CC(C)(C(=O)N1CCC1(C)C(=O)NS(=O)(=O)c1ccc(C#N)cc1)c1ccccc1 (centres undefined)
54. COc1ccc(C2CC(c3ccc(Cl)cc3)Nc3nc(NC(=O)c4ccco4)nn32)cc1 (centres undefined)
55. CN(C)/N=C/c1ccc(Sc2ccc([N+](=O)[O-])cc2[N+](=O)[O-])o1
56. COc1ccc(NC(=O)Nc2cccc3c2O[C@H](CN(C)C(=O)Nc2ccc(OC)cc2)[C@@H](C)CN([C@H](C)CO)C3=O)cc1
assay / compound	49	50	51	52	53	54	55	56
CHRM5 antagonist	2	-8	9	-5	-3	-3	-3	13
CHRM1 antagonist	-1	4	-3	-14	-3	-2	-4	15
CHRM4 antagonist	0	6	6	-3	-12	-1	-4	6
CHRM5 PAM	-2	-3	-1	5	1	5	7	-15
M5 ag	-2	-10	1	-1	2	-5	-4	3
CHRM4 PAM	-3	-4	-1	4	3	6	5	-2
M4 ag	0	4	0	0	1	2	0	13
CHRM1 PAM	7	-9	4	6	2	1	5	-9
CRFBP-R2 agonist	0.4	0.7	-0.6	-0.4	nt	0.9	-1.9	-0.9

# No enrichment for hits; overall some 2.8% were active at least once.
